Source: PubChem BioAssay
PMI act hi M6P: increases human PMI activity with near-saturating mannose 6-phosphate | P34949 | coupled PMI enzyme assay, resazurin fluorescence, 20 min; active compounds read high; 1 = untreated enzyme, 0 = substrate-free blank | activation factor at 20 µM | hit rate 0.34% among 190,000 | AID 1216;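 active = activation factor of 2 or more at 20 µM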
Target sequence (P34949 whole entry, looked up): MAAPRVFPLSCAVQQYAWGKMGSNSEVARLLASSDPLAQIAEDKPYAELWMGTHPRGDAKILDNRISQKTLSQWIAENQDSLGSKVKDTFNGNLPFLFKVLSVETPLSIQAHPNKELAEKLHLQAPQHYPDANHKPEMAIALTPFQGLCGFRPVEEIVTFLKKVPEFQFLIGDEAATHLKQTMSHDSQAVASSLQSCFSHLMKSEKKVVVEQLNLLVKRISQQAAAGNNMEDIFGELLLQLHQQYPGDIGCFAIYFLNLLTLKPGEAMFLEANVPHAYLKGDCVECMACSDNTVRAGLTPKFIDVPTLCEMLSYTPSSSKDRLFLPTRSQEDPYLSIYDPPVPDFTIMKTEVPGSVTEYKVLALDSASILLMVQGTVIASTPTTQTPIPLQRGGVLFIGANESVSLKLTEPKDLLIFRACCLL
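assay system = human phosphomannose isomerase with PGI, G6PDH, diaphorase coupling enzymes | quantity = 15 ng/mL PMI | incubation = enzyme reaction with compound 20 min at room temperature | medium = HEPES pH 7.4 buffer with MgCl2 and Tween-20 | compound dosing = one concentration, 20 µM, in 1% DMSO | measured by = Diaphorase-driven resazurin-to-resorufin fluorescence, excitation 544, emission 590 nm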
Lmaj promast: reduces viability of Leishmania major promastigotes; resazurin fluorescence viability; inhibition, % at 10 µM; hit rate 9% among 200,000; AID 1063; in the data active = inhibition above about 50%;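 note: promastigotes grown with compound for 44 hours at 28 °C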
TNAP inh hi DEA: TNAP (human) inhibition, high acceptor; inhibition, % at 20 µM; P05186; purified TNAP, CDP-star luminescence, 1 M DEA; hit rate 0.03% among 200,000;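 active = over 50% inhibition of tissue-nonspecific alkaline phosphatase at 20 µM in the single-dose screen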;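 note: plate controls were DMSO wells for no effect and EDTA-quenched wells as full inhibition for full effect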
Hsp70 activator: switches on Hsp70 transcription; HeLa Hsp70 promoter luciferase reporter, luminescence; scaled: vehicle 0, proteasome-inhibitor control 100%; activation, % at 10 µM; hit rate 0.04% among 200,000;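 active = activation above the mean across all tested compounds plus 3 SD, cutoff set per campaign, cut at about 5.5% in these data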;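 note: 100% = MG132 at 30 µM as the positive control and 0% = DMSO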
TNAP inh no acc: blocks human TNAP activity with no phosphate acceptor present; P05186; purified TNAP, CDP-star luminescence, 30 min; inhibition, % at 20 µM; hit rate 0.26% among 200,000; AID 1012;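 active = tissue-nonspecific alkaline phosphatase inhibition above about 50% at 20 µM in the single-dose screen, limit read from the data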;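 note: 0% = DMSO negative control and 100% = EDTA positive control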
PMI act: activators of human phosphomannose isomerase; P34949; purified human PMI, coupled resazurin fluorescence, 20 min; active compounds read high; 1 = vehicle control, 0 substrate-free wells; activation factor at 20 µM; hit rate 0.005% among 190,000; AID 1214;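 active = activation factor of 2 or more at 20 µM, relative to plate controls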
DTT redox prof: compounds producing H2O2 with reducing agent – biochemical, NIH compound library profiling, artefact control for MLSCN library redox annotation, primary screen; DTT-dependent redox cycling H2O2, phenol red/HRP absorbance; 100% = 100 µM peroxide control, 0% = buffer; activation, % at 10 µM; hit rate 0.03% among 200,000; AID 878;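 active = activation of at least 50% relative to the plate's high and low controls in the primary single-dose screen; inactive = activation below 50%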;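 note: compound incubated with DTT at 0.8 mM final as the reducing agent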
Efa HMGR inh: inhibitors of class II HMG-CoA reductase from Enterococcus faecalis; purified E. faecalis HMGR, NADPH absorbance 340 nm kinetic; hit rate 0.41% among 190,000; AID 1066; inhibition, % at 10 µM;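 active = inhibition above a set limit, the median over all tested compounds plus 3 SD, cut at about 9.5% in these data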;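 note: enzyme runs in reverse so mevalonate oxidation gives rising NADPH absorbance; 0% = complete reaction with DMSO and 100% = background rate lacking mevalonate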
S1P3 antagonist: S1P3 (human) receptor antagonism. Q99500. CHO S1P3 NFAT-BLA reporter, FRET fluorescence, antagonist mode. inhibition, % at 4.98 µM. hit rate 0.27% among 170,000. AID 485;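 active = inhibition above the plate cutoff, the mean inhibition of test wells on that plate plus 3 SD, cut at about 28% in these data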;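 note: cells challenged with S1P at its EC80 of 0.8 µM; blue over green emission ratio from cleaved BLA substrate after 4 h stimulation; 0% = S1P-stimulated wells and 100% = unstimulated DMSO-only wells; some compounds past the cut are filed as inactive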
Target sequence (Q99500 whole entry, looked up): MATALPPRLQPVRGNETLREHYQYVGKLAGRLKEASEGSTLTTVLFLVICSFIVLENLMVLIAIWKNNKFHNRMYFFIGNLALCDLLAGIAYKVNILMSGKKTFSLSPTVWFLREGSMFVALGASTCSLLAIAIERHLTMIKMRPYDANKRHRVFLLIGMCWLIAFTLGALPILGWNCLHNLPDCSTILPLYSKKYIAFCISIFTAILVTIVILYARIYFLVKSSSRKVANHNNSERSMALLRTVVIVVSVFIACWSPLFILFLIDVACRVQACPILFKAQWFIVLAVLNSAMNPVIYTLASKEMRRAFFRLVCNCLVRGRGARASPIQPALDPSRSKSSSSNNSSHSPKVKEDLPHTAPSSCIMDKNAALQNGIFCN
RAM network inh: inhibitors of the yeast RAM network | hit rate 1.8% among 190,000 | S. cerevisiae dse1pr::URA3 reporter, 5-FOA growth OD615, 2 d; analog-sensitive cbk1-as2 kinase mutant strain | inhibition, % at 50 µM;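 active = inhibition above a set limit, 3 SD over mean compound inhibition, cut at about 8.4% in these data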;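 note: 0% = DMSO-only wells with no growth and 100% = 10 µM 1-NA-PP1 full growth; inhibition rescues growth on 5-FOA so higher OD means more RAM inhibition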
The depositor's hits bear a star; x = no result given.

SMILES	PMI act hi M6P	Lmaj promast	TNAP inh hi DEA	Hsp70 activator	TNAP inh no acc	PMI act	DTT redox prof	Efa HMGR inh	S1P3 antagonist	RAM network inh
Cc1ccc(/C=N/NC(=O)C2CC(=O)N(c3ccccc3)C2)s1 (stereo unspecified)	1.1	2	-1	-0.2	-11	1.1	0.2	-2	3	1.0
COc1ccc(-n2nc(C(=O)NCC(=O)N3CCN(c4ccccn4)CC3)c3ccccc3c2=O)cc1OC	1	20	-1	0.1	-6	1	-2.1	-7	0	0.5
CCOC(=O)c1ccc(NC(=O)NC2CC3CCC(C2)N3C(=S)NC)cc1 (stereo unspecified)	0.9	-2	0	-0.2	-10	1	-0.2	1	-2	2.9
C/C(=N\NC(=O)C(=O)Nc1cccc(Cl)c1)c1ccncc1	1.1	28	-8	-0.2	-7	1.1	0.1	-8	-4	1.5
COC(=O)Cn1nc(-c2ccccc2)n(-c2ccccc2)c1=S	0.9	-4	2	-0.5	-2	0.9	0.3	-7	21	2.8
COc1ccc(OC)c(NC(=O)NCCc2cccc(Cl)c2)c1	1	5	-6	-0.1	-14	1.1	-1.8	-2	-8	3.8
NC1=NC2=C(CCCC2)C2(CCCCC2)S1	1	54*	-3	0.0	0	1	2.7	-6	5	0.6
Cc1cc(NC(=O)COC(=O)c2cccc(O)c2)no1	1	-4	-1	-0.4	52*	1	-0.3	-5	-3	1.3
Cc1cc(C(=O)NCCCC(=O)O)c(C)o1	1.7	3	-5	-0.2	-10	1.4	0.4	-3	x	0.1
O=C(O)Cc1cn(Cc2cccc(Cl)c2)c2ccccc12	1.1	-11	-8	0.0	-8	1.1	-0.3	4	-10	-0.9
COc1ccc2c(c1)C(=O)N(c1ccccc1C)C(=O)C2(C)C	1	18	-5	0.2	-11	1.1	0.2	0	-15	-1.5
CCOc1cc(C2C(C(=O)O)c3cc(OCC)c(OCC)cc3C(=O)N2C)ccc1O (stereo unspecified)	1	-8	-3	-0.1	-13	0.9	-1.9	2	-1	-0.7
O=C(CN1CCN(c2ccccc2)CC1)Nc1ccccc1C(F)(F)F	0.9	-1	-3	-0.1	-7	0.9	-3.1	-2	-13	1.1
COc1ccc(C(=O)N/N=C/c2ccc(OC)c(CN3CCc4cc(OC)c(OC)cc4C3C)c2)cc1 (stereo unspecified)	1	4	2	0.1	-11	0.9	-0.9	1	0	1.6
Cc1ccc(S(=O)(=O)N2CCC(C(=O)NNS(=O)(=O)c3ccc(Cl)cc3)CC2)cc1	1	-5	0	-0.1	-13	1	2.1	-4	x	-0.1
Cc1ccc(NS(=O)(=O)c2c(C)[nH]c(=O)[nH]c2=O)cc1C	1	-4	-6	0.0	-10	1	0.1	-2	x	1.4
CC1CCN(S(=O)(=O)c2ccc3c(c2)N(CC(=O)NCc2cccnc2)C(=O)CS3)CC1	1.1	-3	0	-0.2	-4	1.2	0.7	-4	-14	-0.9
Cc1ccc(NC(=S)N(CCCN2CCCC2)Cc2cccn2Cc2ccc(Cl)cc2)cc1Cl	1.1	100*	-5	-0.4	-12	1	0.5	1	-8	3.9
COc1ccc(C)cc1NC(=O)NC(C)c1ccncc1 (stereo unspecified)	1	1	-8	-0.5	-13	0.9	-0.2	-3	-4	0.7
COc1ccccc1NC(=O)c1cccs1	1	3	-8	0.0	-11	1	1.6	-1	10	1.4
Cc1ccccc1C(=O)NC1CCN(CC(=O)Nc2nccs2)CC1	1	10	-6	-0.4	0	1	2.5	x	-27	2.8
CCN(C(=O)CSc1nc(-c2ccccc2)c(-c2ccccc2)[nH]1)C1CCS(=O)(=O)C1 (stereo unspecified)	1.1	-11	-3	-0.2	-5	1	-0.4	-4	x	0.8
CC(=O)/C(=N\Nc1ccc(C)cc1)Sc1nncn1C	1.1	-6	-4	-0.1	-5	1.1	-0.6	-3	-11	0.8
O=C(CCN1CCN(C/C=C/c2ccccc2)CC1)Nc1ccccc1	0.9	93*	-4	-0.5	-10	0.9	-0.1	-3	x	1.4
COc1cc(OC)c(-c2nc3c[n+](CC(=O)c4ccccc4)ccc3n2C)cc1OC	1.1	-1	1	-0.2	-3	1	1.5	-3	x	1.7
CC(C)(C)C(=O)N1CCN(c2c(Cl)cccc2[N+](=O)[O-])CC1	0.9	8	3	-0.3	-4	0.9	2.0	-5	x	1.6
CCc1c(C)nc2ncnn2c1NCc1cccs1	1	0	-7	-0.4	-9	1	-7.4	-1	x	-0.7
COc1ccccc1CNC(=O)C1CCCN(S(=O)(=O)c2c(C)[nH]c(=O)[nH]c2=O)C1 (stereo unspecified)	1	-1	-6	0.0	-14	0.9	0.3	-16	x	0.5
Cc1ccc(Sc2nnc(-c3ccccc3)cc2C#N)cc1	1	2	-3	-0.3	-6	0.8	0.6	-4	x	6.4
COc1ccc(/C=N/N=C/c2ccc(OC)c(OC)c2)cc1OC	0.9	-5	-3	-0.3	-9	0.9	-2.8	-1	x	1.3
COc1ccc(NC(=O)CN(c2cccc(F)c2)S(C)(=O)=O)cc1OC	1	-2	-7	-0.4	-18	0.9	1.6	-4	0	1.4
O=[N+]([O-])c1ccc(Cc2nnc(-c3ccccc3Cl)o2)cc1	1	17	0	0.3	-4	1.1	-0.2	-4	-16	4.6
Cc1ccc(C(=O)C2CCN(CC(=O)Nc3nc(C)cs3)CC2)cc1	0.9	12	-3	-0.5	-4	0.9	-3.5	-4	x	1.9
COc1ccc(NC(=O)/C(Cl)=C(/Cl)S(=O)Cc2ccccc2Cl)cn1 (stereo unspecified)	1	101*	-4	37*	-16	1.1	-0.3	-1	47*	1.8
CC1=C(C(=O)OCc2ccccc2)C(c2ccc(C)o2)C2=C(CCCC2=O)N1 (stereo unspecified)	1	11	-4	-0.4	-14	0.9	-1.0	2	24	0.3
Cc1ccc(NCCC(=O)c2cccc([N+](=O)[O-])c2)c(C)c1	0.5	97*	-2	-0.2	8	0.4	-1.4	-2	x	0.1
COc1ccc(CNC(=O)CSc2nc3[nH]ncc3c(=O)n2-c2ccccc2Br)cc1	1	-3	2	-0.2	2	1	0.1	0	-24	-1.0
Cc1sc2ncn(CC(=O)N(CC(=O)NC3CCCC3)Cc3cccs3)c(=O)c2c1C	1	7	-5	0.0	1	1.1	-2.3	0	-6	0.2
CCc1ccccc1NC(=O)C1CC(c2ccc(F)cc2)=NO1 (stereo unspecified)	1.1	-10	-8	1.8	-16	1	-2.9	-1	x	0.8
COc1ccc(CCNC(=O)CSc2nc3[nH]ncc3c(=O)n2-c2cccc(C(F)(F)F)c2)cc1OC	0.8	-7	3	0.1	-15	0.8	-0.7	1	-12	1.8
O=C(NCCCN1CCCC1)c1ccc(Cn2c(=S)[nH]c3ccc(Br)cc3c2=O)cc1	1.3	32	2	-0.3	-13	1.4	-0.1	-2	-46	6.7
CCCCn1c(=O)c(CCC(=O)OCC(=O)Nc2cc(Cl)ccc2OC)nc2ccccc21	0.9	-3	-4	-0.1	-4	0.9	0.4	1	-10	5.2
C=CCn1c(SCC(=O)Nc2cc(C)on2)nc2sc3c(c2c1=O)CCCC3	1.1	1	0	0.0	-6	1	0.5	1	x	5.3
O=C(CSc1ncccn1)N1CCN(Cc2ccccc2)CC1	1	-4	-6	-0.2	-14	1.1	2.3	-10	x	0.4
O=C(COc1ccc(Cl)cc1)NNC(=O)C(=O)N1CCCCC1	0.9	-3	-3	0.0	-8	0.8	0.5	-4	x	0.3
CCN(CC)C(=O)c1sc(NC(=O)c2cccc([N+](=O)[O-])c2)c(C#N)c1C	1	-9	-1	0.3	-2	0.9	-0.5	3	-13	1.0
O=C(c1cc2c(ccc3ccccc32)oc1=O)N1CCN(CCO)CC1	0.9	-6	0	-0.2	-7	1.1	0.0	-1	-26	2.6
Cc1ccc(CNS(=O)(=O)c2cccc3nsnc23)cc1	1	2	-4	-0.2	-16	1	-0.5	1	-22	-0.5
Cc1ccc(Nc2nc(C(=O)NCCCN3CCOCC3)cs2)cc1	0.9	3	-5	0.3	-6	1	-0.2	-1	2	0.7
O=C(NCCc1ccccn1)C1CC(=O)N(Cc2ccccc2Cl)C1 (stereo unspecified)	0.9	-7	-7	-0.1	-14	1	-0.5	-2	14	1.2
COc1ccc(-c2csc(Nc3ccccc3)n2)cc1	0.9	2	-3	-0.2	-10	0.9	-0.1	-2	-2	5.3
COc1ccc(C(=O)NCC(=O)NC2=NCCS2)cc1	0.9	-6	-1	-0.2	-6	0.9	-0.1	-1	-53	2.9
Cc1cc(C)n(C(=O)CNC(=O)c2ccc3c(c2)OCCO3)n1	1	6	-3	0.2	-10	1	0.3	1	x	0.5
O=C(O)Cc1ccc(NS(=O)(=O)c2ccccc2Br)cc1	0.9	-8	-1	0.0	-3	1	-2.5	-7	12	0.8
CNC(=S)N1CCC(n2cnc3ccccc32)CC1	1.1	-9	-7	-0.1	-7	0.9	-0.4	-2	-12	0.1
CCn1c(=NC(=O)CSC(C)=O)sc2ccccc21	1	-4	4	-0.7	-12	0.9	0.3	-7	x	2.7
CC(C)c1ccccc1N1CC(C(=O)O)CC1=O (stereo unspecified)	1.1	-6	-6	-0.2	-11	1.1	-0.6	-5	-2	0.9
O=c1oc(-c2ccccc2F)nc2c1cnn2-c1ccccc1	1	-1	-4	0.0	-9	1	-0.2	1	x	3.8
CCOc1ccc(NC(=O)CSc2nc3c(c(=O)n2-c2ccccc2OC)SCC3)cc1	0.9	x	0	x	-10	0.8	x	x	-9	x
CCNc1nc(C)cc(COC)c1C#N	1	-4	-3	-0.1	-12	1	-0.6	-4	1	1.7

(continued)
SMILES	PMI act hi M6P	Lmaj promast	TNAP inh hi DEA	Hsp70 activator	TNAP inh no acc	PMI act	DTT redox prof	Efa HMGR inh	S1P3 antagonist	RAM network inh
CCC1(C)Cc2c(c(=O)n(-c3ccccc3)c3ncnc(N)c23)CO1 (stereo unspecified)	1	0	-3	-0.3	-5	1	0.6	-5	-15	4.4
O=[N+]([O-])c1cc(/C=N/Nc2nc(N3CCCCC3)nc(N3CCCCC3)n2)ccc1O	0.9	5	17	-0.3	11	0.9	0.1	-9	1	0.9
COc1ccc(OC)c(C(=O)COC(=O)c2cccnc2Cl)c1	1	-2	0	-0.4	-5	1	-0.6	-4	-9	0.0
CCOC(=O)CSc1ccc(S(=O)(=O)N2CCCC2)cc1[N+](=O)[O-]	1.1	-4	-4	-0.2	-15	1.1	-1.7	-3	-19	1.2
CC(=O)N1CCc2ccc(S(=O)(=O)N3CCN(C)CC3)cc21	1	53*	0	-0.1	-11	1.1	0.1	4	7	1.4
Fc1ccc(-c2nc3cnccn3c2NC2CCCC2)cc1	0.9	7	-11	-0.3	-17	0.9	-0.1	5	-1	-0.8
